Screening results: PubChem BioAssay, National Center for Advancing Translational Sciences (NCATS)
G9a block = G9a (human) methyltransferase inhibition; AID 504332; hit rate 8.8% among 350,000; Q96KQ7; G9a H3K9 monomethylation, AlphaScreen, 2 h; Potency, µM (titrated, usually from 102 µM), for the others: at the highest dose activity, negative = inhibition, actives largely listed as inhibitors; further: potency means the concentration at half of the fitted maximal effect; on the % scale 0 is the no-effect control and ±100 the full control effect; nearly all actives have a fitted effect of over 75% in size
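Compounds were preincubated with 20 nM G9a for 15 min, after which biotinylated H3K9 peptide (500 nM) and SAM (20 uM) started a 2 h room-temperature reaction. Monomethylated product was quantified by antibody-based AlphaScreen chemiluminescence.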
ERG Ets-DNA blk = blocks human ERG Ets domain binding to DNA. P11308. fluorescence polarization, His-ERG Ets domain / labelled DNA. Potency, µM (series often up to 76.9 µM), for inactives: top-dose FP activity, negative = inhibition, actives largely listed as inhibitors. hit rate 0.028% among 370,000; active means well fitted inhibition curve with a large enough effect in the polarisation, with a control signal flat; inconclusive means small, poorly fitted or top-dose-only effect, or effect the other way, or a change in a side signal; inactive means no such curve, though single readings can be large or run the other way; the % refers to the polarisation;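 further: polarization taken with two DNA probes labelled with fluorescein and Texas red; potency means the concentration at half of the fitted maximal effect; % of control where 0% means no effect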
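His-tagged ERG Ets domain (1 uM in the protein solution; 300mM KCl, 50mM Tris-HCl, 1mM EDTA, 1mM DTT, pH 7.5) received compound, then a probe mix of 5 nM fluorescein-DNA and 100nM Texas-615-DNA. Fluorescence polarization was read for both dyes.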
PI4K2A inh = inhibitors of human PI4K2A | Q9BTU6 | purified PI4K2A, ADP-Glo luminescence, 1 h; stronger effect = lower value | activity change, negative = inhibition, % at 76.9 µM | hit rate 0.13% among 420,000 | AID 1346378; in the data active means activity change below about -50%; inconclusive means mostly about -30% to -49%;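 further: -100% = wells without enzyme as full effect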
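PI4K2A activity was measured by ADP-Glo luminescence: enzyme (4 ug/mL stock) and phosphatidylinositol (1.2 mM stock) in Tris pH 7.5/MgCl2/EGTA/Triton X-100 buffer were reacted with ATP (300 microM stock) for one hour at ambient temperature.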
12-LOX inh = ALOX12 (human) lipoxygenase inhibition. P18054. purified 12hLO, xylenol orange hydroperoxide absorbance. Potency, µM (doses to about 108 µM), inactives show at the highest dose activity change, negative = inhibition, most hits filed as inhibitors. hit rate 1.1% among 580,000. AID 1671190; further: potency means the concentration at half of the fitted maximal effect; on the % scale 0 is the no-effect control and ±100 the full control effect
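Hydroperoxide product was detected by ferrous iron/xylenol orange as the 573 to 405 nm absorbance ratio. Arachidonic acid at 40 uM (final) was turned over for 30 min at room temperature by 150 nM human 12hLO, pH 7.0 Hepes buffer, after 15 min compound preincubation.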
BAZ2B block = BAZ2B (human) inhibition; AlphaScreen BAZ2B-H3K14Ac peptide displacement; Q9UIF8; hit rate 4.4% among 360,000; AID 504333; Potency, µM (top dose mostly 114 µM), inactives show at the top dose activity change, negative = inhibition, actives largely listed as inhibitors; further: potency means the concentration at half of the fitted maximal effect; on the % scale 0 is the no-effect control and ±100 the full control effect; nearly all actives have a fitted effect of over 60% in size
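Multi-concentration screen (max 110 uM) measuring displacement of acetylated histone H3 peptide from BAZ2B by AlphaScreen, using 50 nM protein, 50 nM peptide and 10 ug/mL streptavidin donor plus Ni-chelate acceptor beads.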
JMJD2A Tudor = inhibitors of human JMJD2A Tudor domain; O75164; AlphaScreen JMJD2A-Tudor / H3K4me3 peptide binding; Potency, µM (top dose mostly 114 µM), without a hit: top-dose activity change, negative = inhibition, hits mostly inhibitors; hit rate 4.4% among 390,000; AID 504339; further: potency means the concentration at half of the fitted maximal effect; on the % scale 0 is the no-effect control and ±100 the full control effect; nearly all actives have a fitted effect of over 50% in size
HP1b binding inh = inhibitors of HP1-beta chromodomain binding to methylated histone tails. P83916. AlphaScreen HP1-beta / biotin-H3K9me3 peptide binding. Potency, µM (top dose mostly 114 µM), for inactives: at the top dose activity change, negative = inhibition, hits mostly inhibitors. hit rate 0.56% among 390,000; further: potency means the concentration at half of the fitted maximal effect; nearly all actives have a fitted effect of over 70% in size; inactives centre near 23
Target sequence (P83916 whole entry, looked up): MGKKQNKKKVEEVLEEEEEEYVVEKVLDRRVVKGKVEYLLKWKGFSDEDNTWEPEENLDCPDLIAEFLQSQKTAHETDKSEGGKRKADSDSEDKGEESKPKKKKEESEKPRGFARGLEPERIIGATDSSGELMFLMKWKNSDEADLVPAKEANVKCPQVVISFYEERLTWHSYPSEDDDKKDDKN
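Compound inhibition of the preformed complex between 50 nM HP1-beta and 50 nM biotinylated H3K9me3 peptide was read by AlphaScreen. Buffer was PBS pH 7.4 with 0.01% Tween-20. Incubations ran 30 min at room temperature, with 10 ug/mL donor/acceptor beads.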
GLS inhibitor = inhibitors of human glutaminase (GLS); hit rate 0.21% among 410,000; Potency, µM (doses to about 45.5 µM), for the others: at the top dose activity change, negative = inhibition, most hits filed as inhibitors; O94925; GLS enzymatic activity, qHTS titration; further: potency means the concentration at half of the fitted maximal effect; on the % scale 0 is the no-effect control and ±100 the full control effect
Target sequence (O94925 whole entry, looked up): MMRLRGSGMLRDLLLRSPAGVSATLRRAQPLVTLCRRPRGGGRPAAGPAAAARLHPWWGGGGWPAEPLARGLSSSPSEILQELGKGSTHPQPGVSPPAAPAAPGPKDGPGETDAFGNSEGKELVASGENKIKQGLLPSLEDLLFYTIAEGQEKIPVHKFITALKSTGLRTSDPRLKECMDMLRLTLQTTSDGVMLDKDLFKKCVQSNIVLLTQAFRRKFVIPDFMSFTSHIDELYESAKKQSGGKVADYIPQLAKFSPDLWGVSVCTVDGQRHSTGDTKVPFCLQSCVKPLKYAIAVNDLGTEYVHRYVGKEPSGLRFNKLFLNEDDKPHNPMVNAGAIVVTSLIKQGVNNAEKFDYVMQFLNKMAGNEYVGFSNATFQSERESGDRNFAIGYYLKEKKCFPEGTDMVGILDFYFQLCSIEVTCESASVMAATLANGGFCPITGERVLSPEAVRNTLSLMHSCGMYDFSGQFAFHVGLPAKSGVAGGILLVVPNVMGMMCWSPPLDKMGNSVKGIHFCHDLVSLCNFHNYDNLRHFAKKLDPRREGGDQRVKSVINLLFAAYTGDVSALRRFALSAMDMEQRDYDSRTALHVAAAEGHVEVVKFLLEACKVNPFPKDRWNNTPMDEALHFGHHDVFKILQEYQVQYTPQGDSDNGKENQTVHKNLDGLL
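Coupled fluorescence readout: glutamate oxidase/HRP/Amplex Red detect glutamate formed by hKGA from L-glutamine (1 mM solution added). Buffer 45 mM KH2PO4 pH 8.2, 0.02% Tween-20; reads at t0 and 30 min RT.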
RGS4 inhibitor = human RGS4 inhibition; hit rate 0.039% among 390,000; Transcreener GDP fluorescence polarization, RGS4-accelerated GTP hydrolysis; P49798; Potency, µM (highest dose often 114 µM), inactives show at the top dose activity change, negative = inhibition, most hits filed as inhibitors; AID 504845; further: potency means the concentration at half of the fitted maximal effect; on the % scale 0 is the no-effect control and ±100 the full control effect; nearly all actives have a fitted effect of over 75% in size; some results filed as inactive show a strong effect at the top dose
Target sequence (P49798 whole entry, looked up): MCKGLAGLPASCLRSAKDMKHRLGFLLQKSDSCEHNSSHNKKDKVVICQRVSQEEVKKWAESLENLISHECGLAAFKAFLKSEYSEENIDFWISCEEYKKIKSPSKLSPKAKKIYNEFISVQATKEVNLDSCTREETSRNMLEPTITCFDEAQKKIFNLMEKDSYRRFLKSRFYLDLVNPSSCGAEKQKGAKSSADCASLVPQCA
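MLSMR compounds (23 nl, pin-transferred) preincubated 10 min at room temperature with a 500nM (2x) first reagent, then RGS4 at 900nM (2x) plus Transcreener GDP mix added; fluorescence polarization (620/688 nm) read before and after 90 min at 30 °C.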
Starred values were filed as active, the others as inactive; ? = inconclusive; . = not tested or not shown; & = joins results of further samples; ! = not active in a repeat; [ ] = another dose, or the depositor's remark. Unless noted, the call rests on the fitted dose curve; in most records, active means well fitted curve in the direction sought with a large enough effect; inconclusive means small, poorly fitted or top-dose-only effect, or another doubt; inactive means no such curve, though single readings can be large; an effect the other way counts as inactive or inconclusive. Only part of the results is shown, so the mix of outcomes need not match the whole.

no.	canonical_smiles	G9a block	ERG Ets-DNA blk	PI4K2A inh	12-LOX inh	BAZ2B block	JMJD2A Tudor	HP1b binding inh	GLS inhibitor	RGS4 inhibitor
1	CCOC(=O)c1c(NC(=O)CCl)sc(CN(C)C)c1-c1ccccc1	?	2%	2	0%	?	-26%	10%	3%	5%
2	CC(C)n1ncc2c(C(=O)NCc3cccnc3)cc(C3CC3)nc21	-34%	1%	6	8%	-3%	-15%	35%	-2%	21%
3	Cc1nn(-c2cccc(Cl)c2)c2nc(-c3cccnc3)cc(C(F)(F)F)c12	-4%[59 µM]	0%	2	-10%	5%	14%	55%[activator]	2%	16%
4	CCNC(=S)Nc1ccc(C)c(S(=O)(=O)Nc2ccccc2OC)c1	.	-7%	-4	-26%	-20%	-7%	23%	-2%	-18%
5	COC(=O)c1cc2c([nH]c1=O)CCCC2=O	.	-19%	-5	?	.	-6%	32%	-1%	-5%
6	COc1ccc(NC(=O)NCc2ccco2)cc1OC	.	4%	9	-10%	-20%	-10%	5%	5%	-10%
7	CC1(C)CC(=O)C(C=NCc2cccnc2)=C(O)C1	-3%	-7%	0	0%[57.4 µM]	5%	-3%	23%	?	-17%
8	COc1cccc(CC(=O)OCC(=O)NC2CCCCCC2)c1	97%[activator]	3%	-1	.	-1%	-5%	31%	3%	-16%
9	CCCCn1c(N)c(N(CCOC)C(=O)C(C)N2C(=O)c3ccccc3C2=O)c(=O)[nH]c1=O (stereo not drawn)	2%[0.501 µM]	-4%	17	-25%	-4%	-14%	12%	7%	-5%
10	O=C(CSc1n[nH]c(-c2cc(Cl)ccc2Cl)n1)NCCN1C(=O)CSC1=O	8%[59 µM]	-2%	-4	14%	-1%	-19%	21%	7%	13%
11	CCOc1ccc(CN2CCC(n3nccc3NC(=O)c3ccccc3OC)CC2)cc1	?	-3%	-14	0%	-7%	-21%	21%	-1%	13%
12	COc1ccc(Cl)cc1N(CC(=O)Nc1ccccc1C(=O)NCc1ccco1)S(C)(=O)=O	5%[12.7 µM]	-2%	-2	2%	?	-28%	-10%	-2%	7%
13	C=CCN1C(=O)C(Cc2ccccc2)SC1=Nc1ccc(C(=O)O)cc1 (stereo not drawn)	?	-6%	2	3%	5%	-10%	21%	8%	16%
14	Cc1ccc(NC(=O)C2CC2c2ccccc2)cc1 (stereo not drawn)	18%[2.33 µM]	5%	-5	12%	-15%	-23%	33%	1%	-26%
15	O=C(COC(=O)c1cnccn1)Nc1ccc(Cl)cn1	?	-9%	1	?	5%	-16%	13%	3%	-6%
16	N#C/C(=C\c1ccc[nH]1)C(=O)Nc1ccccc1[N+](=O)[O-]	16%	-3%	-28	?	-36%	-33%	8%	0%	-20%
17	Oc1c(CN2CCN(c3ccc(F)cc3)CC2)cc(Cl)c2cccnc12	?	-4%	-20	?	22µM*	25µM*	18%	12%	-13%
18	O=C(NCc1ccc2c(c1)OCO2)c1cc(S(=O)(=O)N2CCCCC2)ccc1F	31%[59 µM]	0%	2	-21%	7%	-11%	31%[activator]	-1%	-15%
19	COc1ccc(N2CCN(C(=O)CCc3ccc(S(=O)(=O)NCC(C)C)cc3)CC2)cc1	7.1µM*	9%	10	?	-35%	-32%	-10%	35%[activator]	-27%
20	CCN(C(=O)COC(=O)/C=C/c1ccccc1)C1CCCCC1	7%	6%	-17	0%	0%	-23%	17%	6%	11%
21	COc1nc(OC)nc(N2CCC(C(=O)NCc3cccs3)CC2)n1	-26%[12.7 µM]	-10%	-4	2%	7%	3%	32%	1%	0%
22	c1ccc(-c2onc(-c3ccco3)c2-c2ccc3[nH]ccc3c2)cc1	40µM*	6%	0	?	?	?	-4%	-3%	-43%
23	Cc1cccc(C)c1NC(=O)C(=O)NCc1ccccn1	25%	-12%	-2	6%	5%	26%	21%	-4%	14%
24	CCOc1ccc(CCNC(=O)C2CCN(C(=O)N(C)C)CC2)cc1OCC	-6%[59 µM]	.	-2	14%	2%	89µM*	10%	-5%	-48%
25	O=C1c2cc(N3CCCC3)c([N+](=O)[O-])cc2C(=O)N1c1ccccc1	-14%	2%	0	-14%	-31%	-16%	14%	0%	-5%
26	COc1ccc(CNS(=O)(=O)c2ccc(-n3cnnn3)c(C)c2)cc1	?	1%	-7	-20%	-12%	3%	28%	-3%	-10%
27	O=C(CCC(=O)NC1CC1)Nc1nnc(C2CCCCC2)s1	-42%[59 µM]	-2%	-2	0%	5%	-14%	27%	0%	-7%
28	O=C(NCC1CCCN(Cc2cccc(F)c2)C1)c1cccc2ccccc12 (stereo not drawn)	7%[59 µM]	8%	-5	46%[activator]	-2%[0.457 µM]	-23%	10%	0%	1%
29	CN(C#N)c1nc(Cl)nc(Nc2cccc(Cl)c2)n1	-16%	2%	4	-25%	4%	-10%	28%	3%	-8%
30	O=S(=O)(c1ccc(Br)s1)N1CCN(c2cccc(C(F)(F)F)c2)CC1	53%[activator][59 µM]	7%	2	-21%	37%	17%	44%[activator]	-8%	9%
31	CCN(C(=O)Cn1cnc2c1c(=O)n(C)c(=O)n2C)C1CCCCC1	4%[2.33 µM]	5%	6	-4%&-7%	9%	-17%	30%	5%	7%
32	CC(=O)N/C(=C\c1ccccc1)C(=O)OCc1ccc(C)cc1	.	5%	2	10%	-4%	-2%	43%[activator]	-2%	-10%
33	Cc1nc(SCC(=O)Nc2cc(C)on2)c2c(=O)n(C)c(=O)n(C)c2n1	-31%	-3%	-4	8%	8%	-4%	35%	0%	-10%
34	CCNC(=O)c1cc(Cl)ccc1OC	8%[59 µM]	0%	-3	7%	7%	-3%[57.1 µM]	45%[activator]	0%	-8%
35	Cc1ccc(S(=O)(=O)NCCc2nc3ccccc3[nH]2)cc1	22%	3%	-4	-21%	1%	-13%	12%	5%	13%
36	COc1cccc(N2CCN(c3ncnc4c3cnn4-c3ccc(C)cc3C)CC2)c1	?	-10%	-1	-13%	-36%	-28%	54%[activator]	5%	-9%
37	CCOC(=O)c1[nH]c(C)c(C(=O)/C=C/c2ccc(C(=O)O)cc2)c1C	-15%	8%	-1	-15%	-17%	-11%	17%	0%	16%
38	COc1ccc2cc(C(=O)N(C)CC(=O)Nc3ccccc3Br)ccc2c1	8.9µM*	-2%	-1	252%[activator]	3%	-11%	37%	18%	4%
39	CSc1ccc(/C=C(/NC(=O)c2ccco2)C(=O)NCc2ccco2)cc1	.	-6%	-2	47%[activator]	-2%	-9%	21%	18%	-13%
40	COc1ccc(C2=NN(C(=O)c3ccccc3)C(c3ccccc3)C2)c(O)c1 (stereo not drawn)	-7%[2.33 µM]	4%	-2	0%	-3%	-7%	84%[activator]	-2%	-11%[56.9 µM]
41	COc1ccc(-c2nc(CN3CCC(C(=O)N4CCOCC4)CC3)c(C)o2)cc1OC	57%[activator]	23%	5	-5%	1%	-4%	36%	-16%	-3%
42	O=C(O)c1ccccc1C(=O)N(Cc1ccccc1)Cc1ccccc1	1%	-14%	3	15%	9%	-15%	-3%	-1%	4%
43	Cc1c(C)[n+](=O)c(C)c(C)n1[O-]	.	1%	2	-3%	.	-10%	3%[57 µM]	5%	-4%
44	CC(=O)N1c2ccc(S(=O)(=O)N3CCCC(C(=O)N4CCC(C)CC4)C3)cc2CC1C (stereo not drawn)	14%	6%	1	2%	-24%	-13%	21%	-12%	12%
45	CN(/C(=N/S(=O)(=O)c1cccs1)c1ccccc1)c1ccccc1	-3%[59 µM]	1%	7	-13%	8%	-24%	0%	-2%	-25%
46	Cc1ccc2[nH]c(=O)c(CN(Cc3ccco3)C(=O)CN3CCCC(C)C3)cc2c1 (stereo not drawn)	1%	1%	-3	-12%	-20%	-17%	-15%	0%	9%
47	N#CC(C#N)=CC1=C2OC(c3ccccc3)=CC(c3ccccc3)=C2CCC1	?	.	-4	-9%	?	2.2µM*	2.8µM*	4%	14%
48	CCOC(=O)C1(CC)NC(c2ccco2)C2C(=O)N(C)C(=O)C21 (stereo not drawn)	-2%[59 µM]	-7%	-1	1%	-1%	-4%	27%	-10%	-29%
49	CC1CCc2nc3ncn(Cc4ccccc4C#N)c(=O)c3cc2C1 (stereo not drawn)	7%[59 µM]	2%	2	3%	-2%	-13%	22%[57 µM]	5%	3%
50	COC(=O)c1ccccc1NC(=O)CN(c1ccccc1OC)S(C)(=O)=O	-43%[59 µM]	10%	0	-22%	1%	-10%	23%	-4%	19%
51	COc1[nH]c(/N=C/c2ccccc2)c(C#N)c1C#N	3.2µM*	32µM*	-6	?	?	45µM*!	-32%&-26%	9%	10%[11.4 µM]
